# Dengue-2 NS5 capping = Dengue-2 NS5 methyltransferase inhibitors, primary screen, biochemical, confirmation dose response (AID 588689); Dengue-2 NS5 methyltransferase capping enzyme assay, biochemical; higher % means a stronger effect; inhibition, % at 25 µM; hits with a dose series show IC50 in µM; 0.3% of 340,000 active; in the data active means a potency from the dose series; inconclusive means inhibition above about 29% without an active follow-up result
# Dengue-2 NS5 capping pilot replicate = also measured in Dengue-2 NS5 capping; calls as there; inhibition, %; measured here: pilot screen replicate inhibition
# * hit, by the source's call; ? = inconclusive. This is a subset, so the mix of outcomes need not match the whole.
SMILES,Dengue-2 NS5 capping,others
Cc1ccc(S(=O)(=O)NCCC(=O)NC2CCCCC2)cc1,7%,
CCN1C(=NCc2cc(OC)c(OC)c(OC)c2)N[C@@H](c2ccccc2)C(C(=O)OC)=C1C,-6%,
CC1=NN(C(N)=S)C(=O)C1N=Nc1c(C)n(C)n(-c2ccccc2)c1=O (stereo unspecified),-7%,
O=C(NCCCc1ccccc1)c1cccc(NC(=O)C2CCCC2)c1,-13%,Dengue-2 NS5 capping pilot replicate=0.6
O=C1CCCN1C(=O)CSc1ccc2ccccc2n1,-15%,
CN(CC(=O)Nc1ccccc1C(=O)Nc1ccccc1)C1CCCCC1,-1%,
Cc1nc(Cc2nnc(SCC(=O)Nc3c(C)cccc3C)o2)cs1,-5%,
C[C@H]1CN([C@@H](C)CO)S(=O)(=O)c2ccc(-c3cccc(F)c3)cc2O[C@@H]1CN(C)C,-1%,
Cc1cc(OCC(=O)OCC(=O)N2CC(C)CC(C)C2)ccc1Cl (stereo unspecified),-11%,
Cc1ccnc(NC(=O)CN2C(=O)NC(C)(c3ccc4ccccc4c3)C2=O)c1 (stereo unspecified),7%,

# Of the compounds above, two have an aryl thioether with sulfur outside any ring:
SMILES,Dengue-2 NS5 capping,others
O=C1CCCN1C(=O)CSc1ccc2ccccc2n1,-15%,
Cc1nc(Cc2nnc(SCC(=O)Nc3c(C)cccc3C)o2)cs1,-5%,

# (list continues)
SMILES,Dengue-2 NS5 capping,others
Cc1noc(C)c1COC(=O)c1ccc(F)c(S(=O)(=O)N2CCOCC2)c1,-2%,
Cc1ccc(S(=O)(=O)Nc2cccc(Cl)c2)cc1NC(=O)C1CC1,-10%,
O=C(CCC(=O)N1CCOCC1)NCCc1ccccc1,-10%,
COc1ccc(CN(C(=O)c2ccc(C)cc2)c2cccc(N)c2)cc1,-14%,
CCc1ccc(C2CC(c3ccc(C)cc3)n3nc(N)nc3N2)cc1 (stereo unspecified),-2%,
CC(=O)C1CCC2C3CCC4CC(OC(=O)CCC(=O)O)CCC4(C)C3C(=O)CC12C (stereo unspecified),-10%,
Cc1ccc(C(=O)c2nc(C(=O)NCCO)nc3ccccc23)cc1,-8%,
Cc1cc(S(=O)(=O)N2CCC3(CC2)OCCN3S(=O)(=O)c2cccs2)ccc1F,2%,
O=c1cc(-c2ccc(O)c(O)c2)oc2c1ccc1ccccc12,-4%,
COc1ccc(NC(=O)N(C)[C@H]2C[C@H]3c4[nH]c5ccc(-c6ccc(OC)cc6)cc5c4CCN3C(=O)[C@H]2[C@H](C)O)cc1,-8%,
CN(CC(=O)Nc1cccc(F)c1)C(=O)CN1C(=O)C2CC=CCC2C1=O (stereo unspecified),-1%,
COc1ccc(/C=N\NC(=O)c2cccc(F)c2)cc1COc1ccccc1,-9%,
COc1ccc(-c2c(N)cnc(C(=O)O)c2C)c(OCc2ccccc2)c1OC,2%,
COc1ccccc1NS(=O)(=O)c1cc(C(=O)N2CCCC2)ccc1F,-3%,
Cc1ccc(S(=O)(=O)NCCC(=O)N2CCC(Cc3ccccc3)CC2)cc1,-3%,
COc1cc(/C=C/C(=O)OCc2csc(CC(=O)Nc3ccc(C)cc3)n2)ccc1OCC#N,-10%,
CN(C)CCn1c2c(c(SCC(=O)N3CCc4ccccc43)nc1=O)CCCC2,4%,
O=C(Cc1ccc(Cl)cc1)NCCS(=O)(=O)N1CCN(c2ccccc2)CC1,-7%,
O=C(NNc1ccccc1)c1ccccc1,-1%,
OC1c2cc(Cl)ccc2-c2c(Cl)cc(Cl)cc21 (stereo unspecified),-5%,

# Grouped by structure: those above containing two or more sulfur atoms
SMILES,Dengue-2 NS5 capping,others
Cc1nc(Cc2nnc(SCC(=O)Nc3c(C)cccc3C)o2)cs1,-5%,
Cc1cc(S(=O)(=O)N2CCC3(CC2)OCCN3S(=O)(=O)c2cccs2)ccc1F,2%,

# The results go on.
SMILES,Dengue-2 NS5 capping,others
CCN1C(=O)[C@H]2[C@@H](c3ccc(-c4ccc(Cl)c(Cl)c4)cc3)N[C@@](Cc3ccccc3)(C(=O)OC)[C@H]2C1=O,0%,
Cc1ccc(S(=O)(=O)N2CCCCC2)cc1C(=O)NCc1ccc(S(N)(=O)=O)cc1,5%,
CCN(C(=O)COC(=O)c1c(C)nn(-c2ccccc2)c1Cl)c1c(N)n(Cc2ccccc2)c(=O)[nH]c1=O,4%,
O=C(O)c1ccccc1C=NNc1ccc([N+](=O)[O-])cn1,13%,
COc1ccc(S(=O)(=O)N2CCOCC2)cc1NC(=O)c1ccc(OCC(C)C)c(OC)c1,-8%,
Cc1ccc(C2(C)NC(=O)N(CC(=O)Nc3ccc4c(c3)CCC4)C2=O)cc1 (stereo unspecified),-12%,
COc1ccc(NC(=O)COC(=O)Cc2ccsc2)c(OC)c1,8%,
Cc1ccc(S(=O)(=O)CCC(=O)Nc2nnc(-c3cccs3)o2)cc1,-11%,
O=C(NCc1ccncc1)C(=O)NCC1OCCN1S(=O)(=O)c1ccccc1 (stereo unspecified),-3%,
O=C(Nc1ccccc1N1CCOCC1)c1cc(Cl)c2c(c1)OCO2,1%,

# Three compounds already listed, arranged by count of non-hydrogen atoms, lowest first.
SMILES,Dengue-2 NS5 capping,others
COc1ccc(NC(=O)COC(=O)Cc2ccsc2)c(OC)c1,8%,
Cc1ccc(S(=O)(=O)CCC(=O)Nc2nnc(-c3cccs3)o2)cc1,-11%,
Cc1ccc(C2(C)NC(=O)N(CC(=O)Nc3ccc4c(c3)CCC4)C2=O)cc1 (stereo unspecified),-12%,

# Remaining list, next part
SMILES,Dengue-2 NS5 capping,others
Cc1ccc(C(=O)C(C)OC(=O)Cc2n[nH]c(=O)c3ccccc23)cc1C (stereo unspecified),-7%,
Cc1ccc(NC(=O)COc2cccc3ccccc23)c(O)c1,-2%,
O=C(COC(=O)COc1ccccc1)Nc1cccnc1Cl,-1%,
COc1ccc(NS(=O)(=O)c2cc(N=Nc3c(O)[nH]c(=O)[nH]c3=O)ccc2OC)cc1Br,0%,
COc1ccc(C)cc1NC(=O)c1cc(S(=O)(=O)N2CCCCC2)ccc1N1CCOCC1,-7%,
O=C(COC(=O)c1ccc(F)cc1Cl)NC1CC1,-9%,
Cc1ccc(C)c(S(=O)(=O)N2CCN(c3nc(-c4cccnc4)nc4ccccc34)CC2)c1,-8%,
O=C(NCC1CCCO1)C(=O)N/N=C/c1ccc(OCc2ccccc2Cl)cc1 (stereo unspecified),0%,
CCC1NC(=O)c2cc3ccccc3cc2-n2c1nc1ccc(OC)cc1c2=O (stereo unspecified),-3%,
Cc1cc(=O)[nH]c(NN=Cc2cc(Br)ccc2O)n1,2%,
O=C(Nc1nccs1)c1nc[nH]c1C(=O)NCc1ccccc1,-2%,
Cc1ccc2c(CC(=O)Nc3ccc4nc(N5CCOCC5)sc4c3)coc2c1,0%,
COc1ccc(Cl)cc1C(=O)NNC(=O)CNC(=O)c1ccco1,5%,
CC(OC(=O)CN1C(=O)NC2(CCCC2)C1=O)C(=O)c1ccc(C(C)(C)C)cc1 (stereo unspecified),-1%,
O=C(NCCC1CCCCN1S(=O)(=O)c1ccc(Cl)cc1)C(=O)NCCN1CCOCC1 (stereo unspecified),-1%,
O=c1c2ccccc2nnn1-c1ccccc1,5%,
CC(=O)c1cccc(NC(=O)C(C)OC(=O)CCn2c(C)csc2=O)c1 (stereo unspecified),-9%,
CCCNCC(=O)Nc1cccc(S(=O)(=O)NC2=NCCCCC2)c1,9%,
COc1cccc(CC(=O)OCC(=O)N(C)CC(=O)Nc2ccc(F)cc2)c1,-7%,
Cc1ccc(S(=O)(=O)Nc2ccc(-n3cnnn3)cc2)c(C)c1,0%,
Cc1ccc(S(=O)(=O)NN=C(c2ccccc2)c2cccs2)cc1,8%,
Cc1cc(C(=O)CN2C(=O)C(=O)N(CCC3=CCCCC3)C2=O)c(C)n1C,-6%,
CC(NC(=O)c1ccccc1Cl)C(=O)OCc1cn2cc(Cl)ccc2n1 (stereo unspecified),2%,
CCN1C(=O)[C@@H]2[C@@H](c3ccc(-c4ccc(Cl)c(Cl)c4)cc3)N3CCC[C@@]3(C(=O)OC)[C@@H]2C1=O,-9%,
CCOC(=O)[C@H]1[C@H]2COc3ccc(Br)cc3[C@H]2N2C(=O)CN(Cc3ccc(C)cc3)C(=O)[C@@]12C,?,
C[C@H]1CN([C@@H](C)CO)C(=O)c2cc(NC(=O)c3ccncc3)ccc2O[C@H]1CN(C)Cc1ccc(C(=O)O)cc1,-7%,
CN(Cc1ccccc1)S(=O)(=O)c1ccc(Cl)c(C(=O)OCC(=O)NC2CCS(=O)(=O)C2)c1 (stereo unspecified),1%,
CN(C)S(=O)(=O)c1cccc(C(=O)Nc2ccccc2C(=O)NC2CC2)c1,9%,
O=C(OCc1ccccc1C(F)(F)F)c1ccc(Br)c(S(=O)(=O)N2CCOCC2)c1,4%,
O=C(O)/C=C/C(O)c1ccc(Cl)cc1 (stereo unspecified),-1%,

# An excerpt from further up, for reference:
SMILES,Dengue-2 NS5 capping,others
CCOC(=O)[C@H]1[C@H]2COc3ccc(Br)cc3[C@H]2N2C(=O)CN(Cc3ccc(C)cc3)C(=O)[C@@]12C,?,
C[C@H]1CN([C@@H](C)CO)C(=O)c2cc(NC(=O)c3ccncc3)ccc2O[C@H]1CN(C)Cc1ccc(C(=O)O)cc1,-7%,
CN(Cc1ccccc1)S(=O)(=O)c1ccc(Cl)c(C(=O)OCC(=O)NC2CCS(=O)(=O)C2)c1 (stereo unspecified),1%,
CN(C)S(=O)(=O)c1cccc(C(=O)Nc2ccccc2C(=O)NC2CC2)c1,9%,
O=C(OCc1ccccc1C(F)(F)F)c1ccc(Br)c(S(=O)(=O)N2CCOCC2)c1,4%,
O=C(O)/C=C/C(O)c1ccc(Cl)cc1 (stereo unspecified),-1%,

# New compounds follow
SMILES,Dengue-2 NS5 capping,others
Cc1ccc(C)c2c1CCCC2=O,2%,
CC1CC(C)CN(CC(O)COC2CC(C)CC(C)(C)C2)C1 (stereo unspecified),-2%,
O=C(Cc1cccs1)NNC(=O)c1ccccc1Cl,-10%,
CC(=O)CCc1ccc(OCC(=O)Nc2cccc(S(=O)(=O)N(C)c3ccccc3)c2)cc1,1%,
COC(=O)C1OC1c1cc([N+](=O)[O-])ccc1OC (stereo unspecified),-12%,
CC(C(=O)NC1(C#N)CCCCC1)N(C)CC(=O)Nc1ccc(Cl)c(Cl)c1 (stereo unspecified),6%,
CCCCn1nc(C(=O)Nc2ccc3c(c2)OCO3)c2ccccc2c1=O,3%,
COCCCN(Cc1cc(OC)c(OC)c(OC)c1)C(=S)Nc1cccc(SC)c1,0%,
O=C(NCC(O)c1ccc([N+](=O)[O-])cc1)C1=COCCO1 (stereo unspecified),-19%,
CC(=O)C[C@@H](O)CC(=O)[C@@H]1OC(=O)CCCCCc2ccccc21,-2%,
CN(CC(=O)Nc1ccccc1Br)C(=O)CNC(=O)c1cccs1,8%,
CC(C)COC(=O)N(C)C[C@H]1OCc2cnnn2CCCC(=O)N([C@@H](C)CO)C[C@H]1C,-2%,
Cn1c(=O)c(=O)n(C)c2cc(S(=O)(=O)CCC(=O)Nc3ccccc3C(F)(F)F)ccc21,6%,
C[C@H]1O[C@@H](O[C@H]2CC[C@@]3(C)C(CC[C@]4(C)C3C=C[C@]35OC[C@@]6(CCC(C)(C)C[C@H]63)[C@@H](O)C[C@]54C)[C@]2(C)CO)[C@H](O)[C@@H](O[C@@H]2O[C@H](CO)[C@@H](O)[C@H](O)[C@H]2O)[C@H]1O (stereo partly specified),-7%,
Cc1csc(NC(=O)C(C)Oc2ccc(Cl)cc2C)n1 (stereo unspecified),1%,
COc1ccc2[nH]c3c(c2c1)CCN1C(=O)C(CC(=O)NCCc2ccccn2)C[C@H](C(=O)N2CCCCC2)[C@@]31CCc1ccccc1 (stereo partly specified),2%,Dengue-2 NS5 capping pilot replicate=-0.9
CCN(C[C@H]1N[C@@](Cc2ccccc2)(C(=O)OC)[C@H]2C(=O)N(C)C(=O)[C@@H]12)S(=O)(=O)c1ccc(C(C)(C)C)cc1,0%,Dengue-2 NS5 capping pilot replicate=-0.6
N#CC(CC(=O)c1ccc(Cl)cc1)c1ccccc1 (stereo unspecified),8%,
N#Cc1ccc(S(=O)(=O)N2CCC(C(=O)Nc3cccc(C(=O)NC4CC4)c3)CC2)cc1,-1%,
C[C@H](NC(=O)c1nc[nH]c1C(=O)NCCCCCN)C(=O)OCc1ccccc1,2%,
COc1ccccc1N(C)S(=O)(=O)c1ccc(C)c(C(=O)NC(C)c2ccccn2)c1 (stereo unspecified),4%,
CC1CC1C(=O)OCC(=O)NNC(=O)c1ccc([N+](=O)[O-])cc1 (stereo unspecified),-6%,
Cc1ccc(S(=O)(=O)NC(CC(C)C)C(=O)NCCCn2nc(C)cc2C)cc1 (stereo unspecified),4%,
Cc1ccc(C(O)Cn2nc(C)cc2C)cc1 (stereo unspecified),2%,
Cc1ccc(NS(=O)(=O)c2cccc(C(=O)N3CCCCC3)c2)cc1,0%,
C#CCN(C[C@H]1[C@H](OC(=O)NC2CC2)[C@H](OC(=O)NC2CC2)C[C@H]2C(=O)N(c3ccccc3)C(=O)[C@@H]12)S(=O)(=O)c1ccc(C)cc1,1%,
O=C(O)C1Oc2ccccc2C1c1ccccc1 (stereo unspecified),8%,
Fc1ccc2cnc(C3=CCCCC3)cc2c1,3%,
CCn1nc(C(=O)Nc2nc(-c3ccccn3)cs2)c2ccccc2c1=O,6%,
CCN(CC(=O)Nc1ccc(NC(C)=O)cc1)C(=O)c1ccc(S(=O)(=O)N2CCCC2)cc1,1%,
COc1cccc(CN(C)C(=O)C2CCN(S(=O)(=O)c3cccs3)CC2)c1OC,4%,
Cc1cc(C)c(CN2CCN(C(=O)Cn3cnc4c(OCc5ccccc5)ncnc43)CC2)c(C)c1,-8%,
CCOc1ccc(CCNC(=O)CN2C(=O)NC3(CCc4ccccc43)C2=O)cc1OCC (stereo unspecified),-6%,
Cc1cn([C@H]2C[C@H](O)[C@@H](CNC(=O)[C@@H]3CCCN3Cc3ccccc3)O2)c(=O)[nH]c1=O,-2%,
COc1ccc(C(=O)NCc2ccc(C)cc2)cc1S(=O)(=O)N1CCOCC1,4%,
O=c1[nH]cncc1OCc1ccccc1,-7%,
CN(CCCn1cnc2c(OCc3ccccc3)ncnc21)Cc1ccco1,-6%,
